Source: PubChem BioAssay
PGE2 EP2 inh = blocks the human prostaglandin E2 receptor EP2; C6 glioma cells expressing human EP2, cAMP TR-FRET; cells stimulated with saturating PGE2; inhibition, % at 25 µM; hit rate 0.52% among 260,000; AID 1422;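 active = percent inhibition above 40 after rounding to a whole number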;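 note: rat C6 glioma host cells with rolipram phosphodiesterase inhibitor present; the protocol text gives 20 µM as final concentration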
Target sequence (P43116 whole entry, looked up): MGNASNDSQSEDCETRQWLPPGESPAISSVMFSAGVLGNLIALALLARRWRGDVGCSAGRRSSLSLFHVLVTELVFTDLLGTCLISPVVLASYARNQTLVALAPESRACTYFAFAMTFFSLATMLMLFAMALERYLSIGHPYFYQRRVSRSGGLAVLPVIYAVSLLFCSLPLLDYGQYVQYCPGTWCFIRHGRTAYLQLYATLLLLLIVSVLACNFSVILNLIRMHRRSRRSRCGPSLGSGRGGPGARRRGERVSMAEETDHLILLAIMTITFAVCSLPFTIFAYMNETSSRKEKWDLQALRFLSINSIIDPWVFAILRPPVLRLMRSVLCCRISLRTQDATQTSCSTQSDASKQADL
Starred values were filed as active, the others as inactive. Not all compounds are listed (hit frequency here may not be typical).

SMILES	PGE2 EP2 inh
CCC(C)CCCCC(=O)NC(CCN)C(=O)NC(C(=O)NC(CCN)C(=O)NC1CCNC(=O)C(C(C)O)NC(=O)C(CCN)NC(=O)C(CCN)NC(=O)C(CC(C)C)NC(=O)C(Cc2ccccc2)NC(=O)C(CCN)NC1=O)C(C)O (stereo unspecified)	15
COc1cc(OC)c(C(=O)NCc2ccco2)cc1OC	4
CC1CCCC(C)N1C(=O)Cn1c(SCC(=O)N(C)C)nc2ccccc21 (stereo unspecified)	1
c1ccc(CCN2CNc3nc4ccccc4n3C2)cc1	14
COc1ccc(NC(=O)C2CCN(c3nc4ccccc4n3C)CC2)cc1	3
COc1cccc(-n2nnnc2SCC(=O)Nc2nc(C)c(C)s2)c1	12
CCc1ccc(OCCCC(=O)Nc2nnc(COC)s2)cc1	7
COc1ccc(C(NC(=O)c2cccnc2)c2nccn2C)cc1OC (stereo unspecified)	10
CN(C)CCCN(Cc1cc2cc3c(cc2[nH]c1=O)OCCO3)C(=O)Nc1ccccc1	6
CCOc1ccc(/C=C\c2nc(O)c([N+](=O)[O-])c(=O)[nH]2)cc1OCC	5
CCCCN1CC[C@H]2C=CC[C@@H](C(=O)N3CCN(c4ccccc4)CC3)[C@H]2C1=O	19
COCCCn1c(SCC(=O)Nc2cc(OC)ccc2OC)nc2ccccc2c1=O	5
COc1cccc(N(CC(=O)NCc2ccc3c(c2)OCO3)S(C)(=O)=O)c1	4
CCC(c1nnnn1C(C)(C)C)N(CCc1cccc(C)c1)Cc1cc2cccc(C)c2[nH]c1=O (stereo unspecified)	6
Cc1ccc(-n2c(SCC(=O)Nc3sc4c(c3C#N)CCCC4)nnc2-c2ccncc2)cc1	9
Cc1c(Cl)cccc1S(=O)(=O)NC(C)c1nc(-c2ccncc2)n[nH]1 (stereo unspecified)	7
CC(=O)c1ccc(NC(=O)CSc2nc3c(c(C(F)(F)F)n2)CCc2ccccc2-3)cc1	14
COCCn1c(COc2ccc(Cl)cc2)nnc1SCC(=O)OC	11
COc1ccc2cc(CN(C(=O)Nc3ccc(Cl)cc3)C3CCCCC3)c(=O)[nH]c2c1	9
Cc1ccc(CN2C(=O)C(C)(C)Oc3ccc(C(=O)NC(C)(C)C)cc32)cc1	7
O=C(NCc1ccncc1)c1cc2nc(-c3ccco3)cc(C(F)(F)F)n2n1	4
COc1ccc(C(=O)N2CCCC(c3nc4c(nnn4Cc4ccccc4)c(=O)[nH]3)C2)c(OC)c1 (stereo unspecified)	6
O=C(c1ccc2c(c1)OCO2)N1CCC(c2ccccc2F)CC1	3
COC(=O)c1c(C)c2c(c(C)c1O)OC(=O)c1c(C)c(Cl)c(O)c(Cl)c1O2	14
COc1ccccc1C1(NC(=O)Cc2nc3nc(C)cc(C)n3n2)CCCC1	4
Cc1nc(N)c2c(Cc3cccc4ccccc34)nn(C(C)(C)C)c2n1	10
O=C(Nc1nnc(-c2cccnc2)s1)C1CCN(S(=O)(=O)c2ccc(Cl)cc2)CC1	9
COc1ccccc1C1C(C(C)=O)=C(O)C(=O)N1CC#N (stereo unspecified)	8
COc1ccc2c(c1)CCc1sc(NC(C)=O)nc1-2	7
COc1ccc(CNC2(c3ccccc3OC)CCCC2)cc1CN1CCOCC1	5
COc1ccc(OC)c(-c2cc(C(=O)N3CCn4cccc4C3C(C)C)[nH]n2)c1 (stereo unspecified)	11
COc1cccc(/C=C2\SC(=S)N(CCC(=O)Nc3nc4ccccc4s3)C2=O)c1	23
O=C1NC2(CCN(Cc3ccccc3F)CC2)Oc2ccccc21	5
Cc1ccccc1OCC(O)Cn1c(NC2CCCCC2)nc2c1c(=O)[nH]c(=O)n2C (stereo unspecified)	3
CCOC(=O)Cc1csc(NC(=O)CSc2nc3ccc(OC)cc3cc2C#N)n1	12
Cc1nc(C(=O)Nc2ccccc2C(F)(F)F)cc2c1[nH]c1ccccc12	9
CC(C)c1nnc(SCC(=O)Nc2nc3c(s2)CCCC3)n1C	11
O=C(CSc1ncnc2sc3c(c12)CCCC3)Nc1cccc(Cl)c1Cl	18
COc1ccc(-c2csc(NCCc3nc4cc(Cl)c(N5CCCCC5)cc4n3CCOCCO)n2)cc1	11
O=C(c1ccc(N2CCCCC2)cc1)N1CCC2(CC1)Nc1ccccc1-n1cccc12	6
Cc1ccc(Cn2c(Sc3nc4ccccc4[nH]3)nc3c2c(=O)[nH]c(=O)n3C)cc1	7
COc1ccc(-c2nnc(SCC(=O)N3c4ccccc4Sc4ccc(Cl)cc43)o2)cc1	15
O=C(O)[C@@H]1[C@H]2C[C@H]([C@@H](Br)[C@H]2N2C(=O)CCC2=O)[C@@H]1C(=O)O	37
Cc1ccc(C)c2c1cc(C)c1nnc(SCc3cc(=O)[nH]c4ccccc34)n12	10
CC1CCCN(C(=O)CSc2nc3ccccc3n2CC(=O)NC(C)C)C1 (stereo unspecified)	11
CN1CCN(C(=O)CSc2nc3c(c(C(F)(F)F)n2)CCc2ccccc2-3)CC1	11
COc1ccc(Cl)cc1NC(=O)CSc1nc2ccccc2c(=O)n1Cc1ccco1	10
O=C1CC(C(=O)Nc2ccc(C(=O)O)cc2)C2(CCCCC2)O1 (stereo unspecified)	9
COc1cc2cc(CN(Cc3cccnc3)S(=O)(=O)c3ccc(C)cc3)c(=O)[nH]c2cc1OC	8
COc1ccccc1NC(=O)NC1(C)CCS(=O)(=O)C1 (stereo unspecified)	4
CCNC(=S)N(Cc1cc2ccc(OC)cc2[nH]c1=O)CC1CCCO1 (stereo unspecified)	13
COc1ccccc1NC(=O)CSc1nnc(-c2ccccc2C)n1C	11
O=C(Nc1ccc(S(=O)(=O)N2CCCCCC2)cc1)C1COc2ccccc2O1 (stereo unspecified)	12
CC1(C)CC(=O)C2=C(C1)OC1=C(C(=O)CC(C)(C)C1)C2c1ccccc1Cl	8
Cc1[nH]nc2c1C(c1cn(Cc3c(F)cccc3Cl)c3ccccc13)C(C#N)=C(N)O2 (stereo unspecified)	13
O=C(Nc1ccccc1Cl)NC1CC2CCCC(C1)N2C1CC1 (stereo unspecified)	10
COc1ccc(OCc2nnc(NC(=O)Nc3cccc(OC)c3)s2)cc1	12
Fc1ccccc1-c1cn2c(-c3ccco3)c(-c3ccco3)nnc2n1	4
Cc1cc(C)cc(N(C(=O)Cc2cccs2)C(C(=O)NC2CCCC2)c2ccncc2)c1 (stereo unspecified)	10
OC[C@H]1O[C@@H](n2cnc3c(NC4CCCC4)ncnc32)C(O)[C@H]1O (stereo partly specified)	10

(next part)
SMILES	PGE2 EP2 inh
CCOc1ccc2[nH]c(=O)c(C(c3nnnn3C(C)(C)C)N3CCOCC3)cc2c1 (stereo unspecified)	12
Cc1ccc(C(=O)C2=C(O)C(=O)N(CCc3ccccc3)C2c2cccs2)o1 (stereo unspecified)	16
CC1CCC(C(C)C)C(OCC(O)C[N+]2(C)CCOCC2)C1 (stereo unspecified)	9
Cc1sc2nc(C(C)C)n3c(SCC(=O)c4ccccc4F)nnc3c2c1C	4
O=C(Cn1ncc2cccn2c1=O)Nc1ccccc1N1CCOCC1	3
CNC(=O)Cc1nc2ccccc2n1CC(=O)O	8
CCOc1cc(C2NC(=O)NC(C)=C2C(=O)OC)ccc1OC (stereo unspecified)	12
Cc1cccc2cc(C#N)c(SCC(=O)Nc3c[nH]c(=O)[nH]c3=O)nc12	12
COCCc1ncc(CNC2(c3ccc(Cl)cc3)CC2)cn1	9
CC1CCN(C(=O)c2ccc(F)cc2)CC1	7
COc1ccc(CCNC(=O)C2CCN(c3nc4ccccc4n3C)CC2)cc1	6
CC(C)(SCc1ccccc1)[C@H](N)C(=O)O	10
CCOc1ccccc1N(CC(=O)N1CCN(c2ccccc2F)CC1)S(C)(=O)=O	5
CC(=O)N1CCc2cc(-c3nc(NC(=O)c4c(C)nn(-c5ccccc5)c4Cl)sc3C)ccc21	5
COC(=O)CCCC(=O)O	6
CCc1cccc(NC(=O)c2cc3sccc3n2C)c1	12
CCOC(=O)c1ccc(NC(=O)N2CCCC(c3nc4cc(C)c(C)cc4[nH]3)C2)cc1 (stereo unspecified)	9
CCOC(=O)CSc1nnc(-c2ccc(OC)c(OC)c2)o1	16
C=CCSc1nc(-c2cccnc2)ccc1C#N	8
Cc1ccc(Cl)cc1NC(=O)c1nc2ncccn2n1	7
Cc1nc2ccccc2n1CC(O)COc1ccc(N)cc1 (stereo unspecified)	10
Cc1cc(C)nc(SCC(=O)Nc2ncc(Cc3ccccc3Cl)s2)n1	15
COc1cc(OC)cc(-c2nnc(Sc3ccc([N+](=O)[O-])cn3)o2)c1	9
O=C(Nc1ccccc1C(F)(F)F)NC1(C(=O)N2CCCCC2)CCCCC1	8
CCCSc1ncc(CNC2(c3ccc(OC)cc3)CCCC2)cn1	7
COC(=O)c1c(NC(=O)C2CC2)sc(C(=O)Nc2ccc(C)cc2)c1C	8
N#CC(Cc1cccnc1)C(=O)Nc1ccccc1Br (stereo unspecified)	10
COc1ccc(C(=O)N(CC(=O)NC2CCCC2)Cc2ccco2)cc1OC	11
O=C(NCCNCc1ccccc1Cl)c1cccs1	12
O=C1C=C(N2CCN(c3ccccn3)CC2)C(=O)c2c(O)ccc(O)c21	66*

Taken from above:
PGE2 EP2 inh result of `c1ccc(CCN2CNc3nc4ccccc4n3C2)cc1` is entered as 14
PGE2 EP2 inh result of `CC1CCCN(C(=O)CSc2nc3ccccc3n2CC(=O)NC(C)C)C1` (stereo unspecified) is entered as 11

Later entries:
SMILES	PGE2 EP2 inh
COc1ccc(CNC(=O)c2nn(C)cc2[N+](=O)[O-])cc1	12
COC(=O)C[C@H]1c2cc(C(F)(F)F)ccc2S(=O)(=O)N1C1CCCC1	18
C[C@@H]1CC2C3CCC4=CC(=O)C=C[C@]4(C)[C@@]3(F)[C@@H](O)C[C@]2(C)[C@@]1(O)C(=O)CO (stereo partly specified)	6
Cc1ccc(C(=O)CSc2nc3ccccc3c(=O)n2Cc2ccco2)cc1	17
CCC(c1nnnn1Cc1ccco1)N(Cc1ccccc1)Cc1cc2cc(C)c(C)cc2[nH]c1=O (stereo unspecified)	15
Cc1nc2c(C)cccc2cc1C(=O)NCc1nc(-c2ccccc2Cl)no1	21
O=C(CCN1C(=O)C2C3CCC(C3)C2C1=O)N1CCn2c(nnc2C2CC2)C1 (stereo unspecified)	10
COc1cccc(CNC(=O)Cn2nc(-c3ccco3)cc(N)c2=O)c1	6
CCCNC(=O)Cn1nc(-c2ccccc2OC)ccc1=O	12
CCc1ccc2[nH]c(=O)c(CN(Cc3ccc4c(c3)OCO4)S(=O)(=O)c3ccc(F)cc3)cc2c1	13
Cc1ccc(NC(=O)N(Cc2cccnc2)Cc2cc3cc(C)ccc3n3nnnc23)cc1	12
CCn1c(=O)oc2cc(S(=O)(=O)NCC3(c4ccccc4)CCOCC3)ccc21	6
NS(=O)(=O)c1cc(C(=O)O)c(O)c2ccccc12	7
COc1ccc(-c2nnc(SCC(=O)N3C(C)CCCC3C)n2C)cc1 (stereo unspecified)	11
COc1cccc(C2=CC(=O)CCC2)c1OC	4

An excerpt from above in order of number of heavy atoms, rising:
SMILES	PGE2 EP2 inh
COc1ccc(-c2nnc(SCC(=O)N3C(C)CCCC3C)n2C)cc1 (stereo unspecified)	11
Cc1nc2c(C)cccc2cc1C(=O)NCc1nc(-c2ccccc2Cl)no1	21
Cc1ccc(NC(=O)N(Cc2cccnc2)Cc2cc3cc(C)ccc3n3nnnc23)cc1	12
CCc1ccc2[nH]c(=O)c(CN(Cc3ccc4c(c3)OCO4)S(=O)(=O)c3ccc(F)cc3)cc2c1	13
CCC(c1nnnn1Cc1ccco1)N(Cc1ccccc1)Cc1cc2cc(C)c(C)cc2[nH]c1=O (stereo unspecified)	15

Carrying on.
SMILES	PGE2 EP2 inh
CC(C)NC(=O)Cn1nc(-c2ccc(F)cc2)n(-c2ccncc2)c1=O	4
O=C1C=CC[C@H](/C=C/C[C@@H](O)C[C@H](O)CCc2ccccc2)O1	11
Cc1ccc(-c2nnn(CC(=O)NC(C)C)n2)o1	6
Nc1ccn([C@H]2O[C@@H](COP(=O)(O)O)[C@H](O)[C@H]2O)c(=O)n1	4
COCCn1c(SCC(=O)OC)nc2c1c(=O)[nH]c(=O)n2C	11
O=C(CCC(=O)N(CC(=O)NC1CCCC1)c1cccc(F)c1)Nc1nccs1	11
COc1ccc(CN(CCCn2ccnc2)Cc2cnc(N)nc2)cc1	7
CCC(=O)N1N=C(c2ccc(NS(C)(=O)=O)cc2)CC1c1ccc2nccnc2c1 (stereo unspecified)	16
CCCC(=O)Nc1sc(C(=O)OCC)c(C)c1C#N	7
O=C(c1ccc(Cl)c(F)c1F)N1CCCc2ccccc21	17
CC(=O)NC1=NN(C(C)=O)C2(S1)C(=O)N(CCc1ccccc1)c1ccc(F)cc12 (stereo unspecified)	14
C=CCOc1nnc(OCC=C)c2ccccc12	8
O=C(Oc1cccc2cccnc12)c1ccccc1	21
CCC(CN1CCCC1)NC(=O)Cc1c(C)nc(-c2ccccc2)nc1OC (stereo unspecified)	8
Brc1ccc(C2=Nn3c(nnc3-c3ccco3)SC2)cc1	11
CCC(Sc1nnc2c3ccccc3n(C)c2n1)C(=O)NC(C(=O)OC)c1ccccc1 (stereo unspecified)	10
Cn1nc(C(C)(C)C)cc1C(=O)Nc1ccc(Cc2ccncc2)cc1	9
CCC(c1nnnn1CCc1ccccc1)N(Cc1cc2cccc(C)c2[nH]c1=O)C1CCCC1 (stereo unspecified)	9
C[N+](C)(C)CCN[N@+]1(C)CCCc2ccccc21	40*
CCN(CC)CCN(Cc1cc2ccc(C)cc2[nH]c1=O)C(=S)NC1CCCCC1	9
CN(C)CCNS(=O)(=O)c1ccc2[nH]c(=O)[nH]c2c1	8
CCOc1ccccc1N(CC(=O)NCc1ccco1)S(=O)(=O)c1ccc(C)cc1	13
CC(=O)NC1(c2ccc(F)cc2)CCN(Cc2cccc(OC(C)C)c2)CC1	5
O=C1C=C(c2ccc(F)nc2)CCC1	16

Molecules listed so far that contain a tert-butyl group, in the order listed:
SMILES	PGE2 EP2 inh
CCC(c1nnnn1C(C)(C)C)N(CCc1cccc(C)c1)Cc1cc2cccc(C)c2[nH]c1=O (stereo unspecified)	6
Cc1ccc(CN2C(=O)C(C)(C)Oc3ccc(C(=O)NC(C)(C)C)cc32)cc1	7
Cc1nc(N)c2c(Cc3cccc4ccccc34)nn(C(C)(C)C)c2n1	10
CCOc1ccc2[nH]c(=O)c(C(c3nnnn3C(C)(C)C)N3CCOCC3)cc2c1 (stereo unspecified)	12
Cn1nc(C(C)(C)C)cc1C(=O)Nc1ccc(Cc2ccncc2)cc1	9
